Screening results (PubChem)
STAT3 inh = reduces IL-6 driven STAT3 reporter signal; hit rate 0.89% among 190,000; inhibition, % at 5.5 µM; U3A cells, IL-6 STAT3-luciferase reporter, luminescence; host cell line lacks STAT1; AID 862;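 active means inhibition above the mean inhibition across all screened compounds plus 3 SD, cut at about 44% in these data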;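 further: 0% = DMSO only wells and 100% = 100 µM nifuroxazide control wells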
ROMK primary = human ROMK K+ channel modulation, primary screen. hit rate 2% among 130,000. P48048. B-score at 10 µM. Tet-inducible ROMK, thallium flux fluorescence; actives lie on both sides;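 active means signal ratio slope over the read window, or its plate-corrected B-score, at least 3 SD from the plate mean, either direction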;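 further: B-score of the F/F0 ratio slope over 7 to 12 s after thallium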
Target sequence (P48048 whole entry, looked up): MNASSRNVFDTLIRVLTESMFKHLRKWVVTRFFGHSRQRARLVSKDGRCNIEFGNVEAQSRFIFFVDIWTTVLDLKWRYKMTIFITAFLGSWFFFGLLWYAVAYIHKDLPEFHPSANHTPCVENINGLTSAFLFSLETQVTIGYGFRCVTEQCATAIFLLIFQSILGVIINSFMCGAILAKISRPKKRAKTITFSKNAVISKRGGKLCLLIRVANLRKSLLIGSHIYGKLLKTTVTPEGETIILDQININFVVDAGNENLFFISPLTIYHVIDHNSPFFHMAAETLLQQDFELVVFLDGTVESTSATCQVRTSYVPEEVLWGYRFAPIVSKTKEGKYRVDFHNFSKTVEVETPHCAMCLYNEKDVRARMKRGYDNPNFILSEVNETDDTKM
FLuc stim CS = firefly luciferase counter-screen for stimulation assays. P08659. ATPlite luciferase biochemical, luminescence, 10 min; 0 = ATP-free wells, 1 = DMSO control. activation factor at 10 µM. 200,000 tested, under 10 active. AID 1027;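 active means luciferase activation factor, scaled between plate controls, of at least 2 with compound at 10 µM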
Target sequence (P08659 whole entry, looked up): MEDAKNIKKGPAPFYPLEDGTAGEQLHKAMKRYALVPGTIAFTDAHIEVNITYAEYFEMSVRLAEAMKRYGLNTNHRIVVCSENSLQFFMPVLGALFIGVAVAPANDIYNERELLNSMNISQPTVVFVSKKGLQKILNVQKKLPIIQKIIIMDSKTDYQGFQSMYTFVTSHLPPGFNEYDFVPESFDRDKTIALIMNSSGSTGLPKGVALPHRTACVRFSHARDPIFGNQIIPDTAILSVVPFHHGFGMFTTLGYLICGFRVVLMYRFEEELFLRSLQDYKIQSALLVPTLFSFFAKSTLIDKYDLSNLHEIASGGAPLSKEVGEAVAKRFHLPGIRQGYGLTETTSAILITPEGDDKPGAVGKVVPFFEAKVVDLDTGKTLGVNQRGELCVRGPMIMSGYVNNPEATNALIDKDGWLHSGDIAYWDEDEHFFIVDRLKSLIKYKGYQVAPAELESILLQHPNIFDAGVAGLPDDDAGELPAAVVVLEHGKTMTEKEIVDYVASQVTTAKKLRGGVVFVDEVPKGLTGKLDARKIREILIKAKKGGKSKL
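Assay system: Luciferase/luciferin detection reagent, cell-free biochemical luciferase assay / Read-out: luciferase activation / Benchmarks: No-ATP low control, compound-free enzyme-plus-ATP high control / Medium: PBS buffer for ATP / Detection: luminescence measurement of luciferase light output / Schedule: 10 min at ambient temperature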
APP 5'UTR act = activates APP 5'UTR luciferase reporter. activation, % at 2 µM. hit rate 1% among 190,000. SH-SY5Y APP 5'UTR luciferase reporter, luminescence; zero percent = DMSO vehicle wells. AID 1276;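 active means activation above a set limit, based on mean plus 3 SD of controls, cut at about 140% in these data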; further: values of inactives mirror those of a sister screen read the other way
FLuc inhib CS = counter-screen for luciferase assay inhibitors: firefly luciferase inhibition; P08659; inhibition, % at 10 µM; AID 1006; ATPLite firefly luciferase biochemical luminescence, 10 min; hit rate 1.5% among 200,000;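 active means inhibition above about 50% when tested at 10 µM, limit read from the data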
STAT1 act = increases IFN-gamma driven STAT1 reporter signal; activation (% of control), % at 5.5 µM; hit rate 2.6% among 200,000; NIH 3T3 STAT1-luciferase reporter, luminescence; 100% = IFN-gamma alone, no compound;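 active means activation above the screen-wide mean activation plus 3 SD, cut at about 130% in these data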;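 further: raw ratio to IFN-gamma control signal so 100% means no change and 0% no light; values of inactives mirror those of a sister screen read the other way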
NF-kB expr up = compounds increasing NF-kB expression in human neuronal cells; NF-kB reporter expression; active compounds read high; fold change at 12.5 µM; hit rate 1.6% among 190,000; AID 1239; in the data active means fold change above about 3.3
APP transl inh = APP translation inhibition | SH-SY5Y APP 5'UTR-luciferase reporter, luminescence | inhibition, % at 2 µM | hit rate 0.82% among 190,000;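 active means inhibition above a set limit, derived from the sample mean plus 3 SD, cut at about 45% in these data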; further: values of inactives mirror those of a sister screen read the other way
STAT3 act = activators of IL-6 induced STAT3 signaling; hit rate 0.91% among 190,000; U3A cells, IL-6 STAT3-luciferase reporter, luminescence; 100% = signal with IL-6 EC80 alone; activation (% of control), % at 5.6 µM;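 active means activation above the screen-wide mean of compound activation plus 3 SD, cut at about 130% in these data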;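 further: 0% = background luminescence of wells with medium and substrate only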
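Material: STAT3-luciferase reporter U3A cells. Controls: IL-6-treated wells, 100% activation. Read-out: % activation versus median of IL-6-stimulated wells. Probe or stimulus: IL-6 stimulus at 33 ng/mL final. Timing: compound 1 h, then IL-6 6 h at 37 °C. Signal: reporter luminescence signal.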
STAT1 blocker = reduces IFN-gamma driven STAT1 reporter signal; NIH 3T3 STAT1-luciferase reporter, luminescence; hit rate 0.35% among 200,000; inhibition, % at 5.5 µM;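 active means inhibition above a set limit, the mean inhibition across all tested compounds plus 3 SD, cut at about 34% in these data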;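 further: 0% = IFN-gamma with DMSO and 100% = IFN-gamma with 300 µM nifuroxazide; values of inactives mirror those of a sister screen read the other way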
* marks the source's active call; other numbers are inactive results; x = not tested or not shown. Rows were taken by chance; any-hit rate near 7.1%.

SMILES	STAT3 inh	ROMK primary	FLuc stim CS	APP 5'UTR act	FLuc inhib CS	STAT1 act	NF-kB expr up	APP transl inh	STAT3 act	STAT1 blocker
O=C1CC(C(=O)Nc2ccccc2)N=C(N2CCCCC2)N1 (configuration not stated)	-10	x	1	4	-4	95	1.1	-4	110	-1
Cn1c(SCC(=O)NCCc2ccccc2)nc2c([nH]c3ccccc32)c1=O	-23	0.3	1	15	0	90	1	-15	124	10
Cc1cccc(N2CCN(C(=O)c3c(C)nn(Cc4ccccc4Cl)c3C)CC2)c1C	8	-1.3	1.1	10	-5	95	0.52	-10	96	5
c1ccc(-c2cc(-c3nnco3)c3ccccc3n2)nc1	25	-0.46	1	-3	-3	104	1	3	84	-6
CCOC(=O)N1CCN(C(=S)Nc2ccc3nc(N4CCN(CC)CC4)cc(C)c3c2)CC1	1	0.95	1	5	-3	85	0.85	-5	97	17
COC(=O)c1ccc(NC(=O)C(C)N2C(=O)c3ccccc3C2=O)cc1 (configuration not stated)	4	x	1.1	8	-6	95	1.1	-8	100	6
CC(C)NC(=O)COC(=O)c1ccc(Cl)c(S(N)(=O)=O)c1	2	0.47	1	-5	-2	97	1.1	5	99	2
Cc1cccc(CC(=O)Nc2cc(C)c3c(=O)oc4ccccc4c3n2)c1	32	x	1	5	-5	95	1.3	-4	80	5
CCCCCC(=O)NCc1c(C(F)(F)F)nn(C)c1N1CCOCC1	6	-0.031	1	27	-1	97	0.97	-28	99	1
Cc1nc(N2CCOCC2)c2c(C)c(C(=O)Nc3ccc(C(F)(F)F)cc3)sc2n1	25	-0.53	1	5	-4	100	0.55	-5	81	0
O=[N+]([O-])c1cccc(-c2nc(-c3ccccc3)c(-c3cccs3)[nH]2)c1	16	x	1.1	-22	-8	97	0.88	22	96	3
CN(C)/C=N/c1c(C#N)cnn1-c1ccccc1	-1	0.082	1	-1	-5	94	0.96	1	105	6
Cc1[nH]c(=O)[nH]c(=O)c1/C=N/NC(=O)[C@H](C)NC(=O)OC(C)(C)C	12	x	1	22	-1	97	1.4	-22	97	1
COc1ccc(NC(=O)CSc2nnc(COc3ccccc3)n2Cc2ccco2)cc1OC	8	1.3	1	3	-4	91	1.2	-3	97	10
CCNc1nc(OCCNC(C)=O)nc(N(C)C)n1	5	x	1	-8	-4	89	2.9	8	99	12
Cn1c(=O)n(C)c2cc(S(=O)(=O)Nc3ccccc3)ccc21	22	0.33	1	10	-4	98	1.1	-10	86	0
O=C(CCl)N(c1ccccc1)c1c[nH]c2ccccc12	45*	x	1.1	-32	-9	69	0.41	32	64	34
O=C(Nc1cccc2ncccc12)C(Cl)(Cl)Cl	5	x	1	25	-2	103	1.5	-25	106	-3
O=C1CSC(=Nc2ccc(O)cc2)N1c1ccc(O)cc1	7	1.3	1	-2	0	97	1.6	2	96	3
Cc1ccc(NC(=O)Nc2nnc(-c3ccncc3)s2)cc1	10	x	1	52	1	92	0.92	-52	94	7
COc1cccc(C2c3c(oc4ccccc4c3=O)C(=O)N2c2ccccn2)c1 (configuration not stated)	9	x	1.1	2	-7	92	1.1	-2	96	9
CCOC(=O)Nc1ccc2c(C)cc(=O)oc2c1	10	0.71	0.9	37	7	110	2.4	-37	94	-10
COc1ccc(N2C(=O)CC(N3CCN(c4nc5ccccc5s4)CC3)C2=O)cc1 (configuration not stated)	10	x	1.1	6	-5	95	0.87	-6	95	6
CCn1c(SC)nnc1-c1c[nH]c2ccccc12	8	x	0.9	x	11	101	1.4	x	100	-1
CS(=O)(=O)N(Cc1ccc(Cl)cc1)c1ccc(C(=O)NCC2CCCO2)cc1 (configuration not stated)	9	-0.15	1	-4	-3	98	1	4	94	0
(list continues)
SMILES	STAT3 inh	ROMK primary	FLuc stim CS	APP 5'UTR act	FLuc inhib CS	STAT1 act	NF-kB expr up	APP transl inh	STAT3 act	STAT1 blocker
O=[N+]([O-])c1cccc(C2Nc3cccc4cccc(c34)N2)c1	5	-0.5	1.1	10	-6	104	0.9	-10	99	-4
CCOC(CNC(=O)c1cccn2c(=O)c3cc(Cl)ccc3nc12)OCC	-10	-1.3	1	19	4	98	0.95	-19	106	2
CCOc1ccc(CN(C)CC(=O)Nc2cccc3ccccc23)cc1OC	8	1.2	1.1	-7	-7	87	1.2	7	95	12
Cc1ccc(S(=O)(=O)NNC(=O)CCC(=O)Nc2ccc(C)cc2C)cc1	1	x	1.1	2	-7	97	1	-2	98	3
c1ccc2c(c1)nc(Nc1ccc3c(c1)OCO3)c1nnnn12	3	x	1	23	-2	111	1	-23	103	-11
CN(C)S(=O)(=O)c1cccc(NC(=O)CCSc2ccc(Cl)cc2)c1	9	1.5	1	-14	0	98	0.88	14	100	2
CCCNC(=O)c1nc2ncc(Br)cn2n1	10	x	1.1	2	-5	100	1.2	-2	97	1
CN(C)c1oc(-c2ccccc2Cl)nc1C#N	25	x	1	0	-3	111	1.1	0	81	-12
Cc1cc(-c2nsc(=O)o2)c(S(C)(=O)=O)s1	6	x	1	9	-2	102	1.1	-9	101	-3
Cc1cccc2c(-c3ccccc3)cc(=O)[nH]c12	15	0.0067	1.1	20	-8	106	1.2	-20	90	-5
CC1(C)CC(=O)C(C=NCCN2CCN(C3CC(=O)N(c4ccc(F)cc4)C3=O)CC2)=C(O)C1 (configuration not stated)	12	2.2	1	-3	-4	95	1.3	3	97	5
O=C(CSc1nnc2ccccn12)NNC(=O)c1ccccc1	3	-0.15	1	0	1	93	0.98	0	98	8
COc1cc(/C=N/NC(=O)CCOc2ccccc2C)cc(Br)c1O	3	-0.61	1	17	2	94	1.1	-17	101	6
COc1cc(NC(=O)C(=O)NCCN(C)C)c(OC)cc1Cl	-4	-0.82	1	-28	-3	105	1.1	28	105	-7
COc1ccccc1-c1c(C(F)(F)F)oc2cc(OC(=O)c3cccc([N+](=O)[O-])c3C)ccc2c1=O	2	x	1	17	2	102	0.95	-17	109	-3
CC1=Nc2cc(C(=O)O)ccc2Sc2ccc(C)cc21	2	0.54	1.1	9	-6	109	0.96	-9	99	-11
O=C(NC(=S)NCc1cccnc1)c1ccccc1	4	x	1.1	1	-7	101	1.2	-1	99	-1
CC(C)(C)C(=O)Nc1cccc(OC(F)(F)C(F)Cl)c1 (configuration not stated)	5	1.1	1	9	-3	102	1.1	-9	100	-6
CCSc1nc2ccccc2n1S(=O)(=O)c1ccccc1	17	x	1.1	9	-8	93	1.5	-9	93	8
O=C1c2ccccc2NC2(CCCCC2)N1N=C1CCCCC1	0	-0.4	1	-1	-2	123	1.2	1	102	-26
O=C1CSCN1c1cc(Cl)ccc1Cl	0	1.2	1.1	-11	-5	100	1.4	11	108	-2
CCN(CC)CCNC(=O)c1ccc(NC(=O)c2ccc(F)cc2F)cc1	1	-0.87	1	-13	2	97	1	13	104	1
CCOc1ccc(C(=O)c2cc([N+](=O)[O-])ccc2N2CCOCC2)cc1	-68	6.7*	1.1	-94	-6	122	3.6*	94*	166*	-25
O=C(O)C1OC(Oc2c(-c3ccc(O)c(O)c3)oc3cc(O)cc(O)c3c2=O)C(O)C(O)C1O (configuration not stated)	-8	-0.25	1.1	8	-6	94	0.71	-8	104	6
C=CCNC(=O)/C(C#N)=C/c1c(N(Cc2ccccc2)Cc2ccccc2)nc2ccccn2c1=O	-7	x	1	-13	0	98	0.36	13	106	2
Other compounds follow:
SMILES	STAT3 inh	ROMK primary	FLuc stim CS	APP 5'UTR act	FLuc inhib CS	STAT1 act	NF-kB expr up	APP transl inh	STAT3 act	STAT1 blocker
CCC(CC)C(=O)Nc1cccc(C(=O)Nc2nccs2)c1	18	x	1	-6	-4	104	1.1	6	88	-5
COCC(C)n1c(C)cc(C(=O)COC(=O)/C=C/c2cccc(F)c2)c1C (configuration not stated)	-14	0.65	1	23	-4	94	0.92	-24	116	7
Cc1cc(C(=O)CSc2nnc(-c3ccc(F)cc3)o2)c(C)n1CC1COc2ccccc2O1 (configuration not stated)	3	x	1.1	2	-10	107	1.2	-2	101	-7
Cc1cccc(Oc2coc3cc(OC(=O)c4cncc(Br)c4)ccc3c2=O)c1	-6	x	1.1	46	-6	100	1.9	-46	106	-1
CC(C)(C)OC(=O)NCCCC[C@@H](C(=O)N1CCN(C(=O)OC(C)(C)C)CC1)n1cc(C(CO)NC(=O)OC(C)(C)C)nn1 (some centres not stated)	x	x	1.1	21	-5	107	0.86	-21	x	-6
O=C(Nc1cccc(F)c1)c1cc(S(=O)(=O)N2CCC(C(=O)O)CC2)ccc1F	14	-0.19	1	-5	-1	95	0.91	5	91	6
O=C1C2C3C=CC(C4CC34)C2C(=O)N1/N=C/c1ccc(-c2ccc([N+](=O)[O-])cc2)o1 (configuration not stated)	10	0.18	1.1	4	-6	101	0.88	-4	98	-3
COc1ccc(N2C(=S)NC3N2C(=S)NC3(C)c2ccccc2)cc1 (configuration not stated)	24	-0.32	1	55	-2	125	6.7*	-55	87	-29
CCC(CC)c1nnc(NC(=O)c2cc(-c3ccccc3)nc3ccccc23)s1	3	0.049	1.1	2	-6	101	1.3	-2	99	-1
COc1cnc(-c2ccccc2)[nH]c1=O	-2	x	1	14	-2	90	1.4	-14	105	10
CCCCC(OC(=O)c1cc2occc2n1C)C(=O)NCC1CCCO1 (configuration not stated)	-3	0.86	1	-4	-4	112	1.1	4	107	-13
CC(C)(OC(=O)NC(=O)C(F)(F)F)C(C)(C)OC(=O)NC(=O)C(F)(F)F	4	x	1	-2	2	101	1.2	2	100	-3
COC(=O)c1sc2ncn(-n3c(C)ccc3C)c(=O)c2c1C	-9	1.7	1	10	-3	99	1.1	-10	105	1
CCc1nc2sc3ccccc3c(=O)c2c(=O)n1CCOC	5	x	1.1	3	-6	105	1.2	-3	106	-6
CNc1ccc(/C=C/C(=O)c2cccc3ccccc23)cc1[N+](=O)[O-]	25	-0.17	1	-17	-2	101	1.2	18	80	-2
CCN(C(=O)COc1ncnc2scc(-c3ccc(F)cc3)c12)C1CCS(=O)(=O)C1 (configuration not stated)	3	0.85	1.1	8	-7	95	1	-8	101	6
CCc1ccc(Nc2nnc(SC3CCOC3=O)s2)cc1 (configuration not stated)	3	x	0.7	-8	27	101	0.96	8	100	-2
NC(=O)c1sc2nc3c(c(-c4cccs4)c2c1N)CCCCC3	20	x	1	-11	-3	93	0.87	11	86	7
CN1CCN(c2ccc(NC(=O)c3ccc(-c4cccc([N+](=O)[O-])c4)o3)cc2)CC1	22	0.16	1	1	4	119	1.1	-1	88	-20
Cc1cc(C)nc(N/N=C/c2ccccc2OCc2ccc(Br)cc2)n1	6	x	1	69	-1	99	1.3	-69	95	1

Some of these compounds in order of the STAT3 act value, falling.
SMILES	STAT3 act
COCC(C)n1c(C)cc(C(=O)COC(=O)/C=C/c2cccc(F)c2)c1C (configuration not stated)	116
Cc1cccc(Oc2coc3cc(OC(=O)c4cncc(Br)c4)ccc3c2=O)c1	106
CC(C)(OC(=O)NC(=O)C(F)(F)F)C(C)(C)OC(=O)NC(=O)C(F)(F)F	100
Cc1cc(C)nc(N/N=C/c2ccccc2OCc2ccc(Br)cc2)n1	95
CN1CCN(c2ccc(NC(=O)c3ccc(-c4cccc([N+](=O)[O-])c4)o3)cc2)CC1	88
